STAT1 blocker – inhibitors of IFN-gamma induced STAT1 signaling. inhibition, % at 5.5 µM. NIH 3T3 STAT1-luciferase reporter, luminescence. 200,000 compounds, 0.35% hits;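 active means inhibition above a set limit, the mean inhibition across all tested compounds plus 3 SD, cut at about 34% in these data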;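 further: 0% = IFN-gamma with DMSO and 100% = IFN-gamma with 300 µM nifuroxazide; values of inactives mirror those of a sister screen read the other way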
STAT3 act – STAT3 signaling activation. U3A cells, IL-6 STAT3-luciferase reporter, luminescence; 100% = signal with IL-6 EC80 alone. activation (% of control), % at 5.6 µM. 190,000 compounds, 0.91% hits. AID 871;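 active means activation above the screen-wide mean of compound activation plus 3 SD, cut at about 130% in these data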;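 further: 0% = background luminescence of wells with medium and substrate only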
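Test system: Human STAT1-deficient U3A cells with stable STAT3-luciferase reporter | Also added: Interleukin-6, 33 ng/mL | Timing: Compound pre-incubation 1 h before IL-6, then 6 h stimulation at 37 °C | Technique: Luciferase reporter luminescence | Read-out: Percent of IL-6-only median luminescence | Benchmarks: IL-6-only wells as 100% reference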
Hsp70 activator – switches on Hsp70 transcription; HeLa Hsp70 promoter luciferase reporter, luminescence; scaled: vehicle 0, proteasome-inhibitor control 100%; activation, % at 10 µM; 200,000 compounds, 0.04% hits;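 active means activation above the mean across all tested compounds plus 3 SD, cutoff set per campaign, cut at about 5.5% in these data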;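 further: 100% = MG132 at 30 µM as the positive control and 0% = DMSO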
Redox H2O2 prof – compounds producing H2O2 with reducing agent – biochemical, NIH compound library profiling, artefact control for MLSCN library redox annotation, primary screen; DTT-dependent redox cycling H2O2, phenol red/HRP absorbance; 100% = 100 µM peroxide control, 0% = buffer; activation, % at 10 µM; 200,000 compounds, 0.03% hits; AID 878;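 active means activation of at least 50% relative to the plate's high and low controls in the primary single-dose screen; inactive means activation below 50%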;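 further: compound incubated with DTT at 0.8 mM final as the reducing agent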
Efa HMGR inh – blocks class II HMG-CoA reductase of Enterococcus faecalis; purified E. faecalis HMGR, NADPH absorbance 340 nm kinetic; inhibition, % at 10 µM; 190,000 compounds, 0.41% hits;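 active means inhibition above a set limit, the median over all tested compounds plus 3 SD, cut at about 9.5% in these data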;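 further: enzyme runs in reverse so mevalonate oxidation gives rising NADPH absorbance; 0% = complete reaction with DMSO and 100% = background rate lacking mevalonate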
APP 5'UTR act – APP 5'UTR luciferase reporter activation; SH-SY5Y APP 5'UTR luciferase reporter, luminescence; zero percent = DMSO vehicle wells; activation, % at 2 µM; 190,000 compounds, 1% hits;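 active means activation above a set limit, based on mean plus 3 SD of controls, cut at about 140% in these data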; further: values of inactives mirror those of a sister screen read the other way
NF-kB expr up – NF-kB expression increase, human neuronal cells; NF-kB reporter expression; stronger effect = higher value; fold change at 12.5 µM; 190,000 compounds, 1.6% hits; AID 1239; in the data active means fold change above about 3.3
STAT1 activator – activators of IFN-gamma induced STAT1 signaling. NIH 3T3 STAT1-luciferase reporter, luminescence; 100% = IFN-gamma alone, no compound. activation (% of control), % at 5.5 µM. 200,000 compounds, 2.6% hits. AID 932;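 active means activation above the screen-wide mean activation plus 3 SD, cut at about 130% in these data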;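 further: raw ratio to IFN-gamma control signal so 100% means no change and 0% no light; values of inactives mirror those of a sister screen read the other way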
STAT3 inh – inhibitors of IL-6 induced STAT3 signaling. inhibition, % at 5.5 µM. 190,000 compounds, 0.89% hits. U3A cells, IL-6 STAT3-luciferase reporter, luminescence; host cell line lacks STAT1. AID 862;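 active means inhibition above the mean inhibition across all screened compounds plus 3 SD, cut at about 44% in these data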;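 further: 0% = DMSO only wells and 100% = 100 µM nifuroxazide control wells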
TLR4 MyD88 comp – inhibitors of human TLR4-MyD88 binding | 200,000 compounds, 0.18% hits | AID 861 | HeLa CL3-4 TLR4/MyD88 BLA complementation, FRET ratio | O00206+Q99836 | inhibition, % at 8.4 µM; in the data active means inhibition above about 25%;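 further: 0% = vehicle and 100% = reference inhibitor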
Target sequence (O00206 whole entry, looked up): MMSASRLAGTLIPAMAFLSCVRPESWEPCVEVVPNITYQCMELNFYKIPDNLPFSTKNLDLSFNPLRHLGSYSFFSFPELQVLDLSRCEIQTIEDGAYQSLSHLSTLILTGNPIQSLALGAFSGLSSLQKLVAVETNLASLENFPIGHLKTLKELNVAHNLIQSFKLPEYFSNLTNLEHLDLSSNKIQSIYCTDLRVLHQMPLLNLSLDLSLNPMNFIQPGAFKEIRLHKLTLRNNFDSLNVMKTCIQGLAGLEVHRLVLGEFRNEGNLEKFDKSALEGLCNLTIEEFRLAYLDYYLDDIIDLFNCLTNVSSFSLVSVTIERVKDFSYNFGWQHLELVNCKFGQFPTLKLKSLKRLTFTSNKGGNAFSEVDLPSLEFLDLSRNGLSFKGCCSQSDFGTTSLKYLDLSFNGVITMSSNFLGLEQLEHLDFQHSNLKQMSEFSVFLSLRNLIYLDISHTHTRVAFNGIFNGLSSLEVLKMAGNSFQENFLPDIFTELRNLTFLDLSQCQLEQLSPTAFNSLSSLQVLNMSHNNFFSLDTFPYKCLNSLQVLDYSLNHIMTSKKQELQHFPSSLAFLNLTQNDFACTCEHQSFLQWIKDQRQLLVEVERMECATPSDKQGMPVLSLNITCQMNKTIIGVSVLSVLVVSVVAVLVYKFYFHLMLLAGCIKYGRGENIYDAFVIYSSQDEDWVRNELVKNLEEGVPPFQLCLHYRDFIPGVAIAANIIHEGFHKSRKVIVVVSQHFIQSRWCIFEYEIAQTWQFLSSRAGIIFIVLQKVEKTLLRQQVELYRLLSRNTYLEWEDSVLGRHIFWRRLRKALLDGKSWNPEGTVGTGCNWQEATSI
Target sequence (Q99836 whole entry, looked up): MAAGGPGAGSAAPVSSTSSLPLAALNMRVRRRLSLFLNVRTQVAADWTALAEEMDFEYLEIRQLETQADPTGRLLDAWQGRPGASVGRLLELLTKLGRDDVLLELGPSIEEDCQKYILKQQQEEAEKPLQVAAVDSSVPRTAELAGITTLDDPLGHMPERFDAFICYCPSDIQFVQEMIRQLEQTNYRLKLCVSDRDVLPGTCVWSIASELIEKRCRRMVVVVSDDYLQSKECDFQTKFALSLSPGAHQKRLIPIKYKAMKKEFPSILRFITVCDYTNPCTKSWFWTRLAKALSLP
An asterisk follows results filed as active; . = no result given.

SMILES	STAT1 blocker	STAT3 act	Hsp70 activator	Redox H2O2 prof	Efa HMGR inh	APP 5'UTR act	NF-kB expr up	STAT1 activator	STAT3 inh	TLR4 MyD88 comp
Cc1ccc(-c2cc(C(=O)NCCCn3ccnc3)c3cc(Br)ccc3n2)o1	4	95	-0.6	3.0	4	17	0.84	97	9	-8
COC(=O)CS(=O)(=O)c1nnc([C@H](Cc2ccccc2)NC(=O)OC(C)(C)C)o1	17	92	-0.1	3.0	1	-23	1.4	84	13	8
COc1ccc(N2CCN(C3CC(=O)N(Cc4ccccc4)C3=O)CC2)cc1 (configuration not stated)	-10	102	0.0	0.1	2	16	1	106	3	-4
N#Cc1nc(Cc2cccc3ccccc23)oc1NCCN1CCCCC1	-3	97	-0.1	0.0	2	1	1.1	102	6	-5
CC(C(=O)N1CCc2ccccc21)n1cccc1 (configuration not stated)	3	118	-0.1	-0.1	2	15	0.96	97	-14	-1
CCCCN(C)Cc1c(C)[nH]c2ccc(OCC)cc2c1=O	5	95	0.0	-0.2	-2	8	1.2	96	6	4
C/C(=N\NC(=S)NC(C)C)c1cccc([N+](=O)[O-])c1	-1	104	-0.2	-1.1	-2	-11	1.1	101	-6	3
Cc1cc(-c2nnc3sc(C4CCCCC4)nn23)n[nH]1	3	81	-0.3	0.3	-6	11	2.2	97	25	-13
COc1ccc(/C(C)=N/N2C(=O)c3ccccc3NC2c2ccc(O)c(OC)c2)cc1 (configuration not stated)	-14	.	-0.1	-0.9	-4	26	1.4	112	.	-4
Cc1sc2nc(CN3CCCCC3)nc(N3CCN(C(=O)c4ccco4)CC3)c2c1C	1	107	-0.4	-0.7	-2	-6	1.2	98	3	-7
O=C(O)c1cccnc1Sc1ccc(Cl)cc1	-4	99	-0.5	-1.6	-2	-10	0.98	103	5	13
CCOc1ccc(-c2nnc(-c3ccc(OC)cc3)o2)cc1	-8	95	-0.2	0.3	0	7	1.6	105	8	0
Cn1cc(C(=O)N/N=C/C(Br)=C\c2ccccc2)ccc1=O	15	101	-0.2	3.4	2	0	1.6	87	9	4
C/C(=N\NC(=O)c1ccccc1)c1ccc(C)c([N+](=O)[O-])c1	-25	105	0.3	0.1	-1	10	1.3	122	-10	-9
O=C1CCCC2=C1C(c1ccncc1)c1c(nc(SCc3ccccc3Cl)[nH]c1=O)N2 (configuration not stated)	3	99	-0.3	0.6	0	4	0.99	97	4	-5
Cc1ccc(C)c2nc(SCC(=O)NCc3cccs3)c(C#N)cc12	1	97	-0.2	-9.6	-6	6	1	99	6	-12
Cn1c(-c2cc(Cl)ccc2O)nc2c1c(=O)[nH]c(=O)n2Cc1ccccc1	-4	112	-0.3	-1.7	-3	-13	0.68	104	-13	8
COC(=O)c1cccc(NC(=O)Cc2nc(-c3ccccc3)sc2-c2ccc(C)cc2)c1	4	101	-0.5	-0.2	-6	3	1.2	96	0	-1
Cc1cccc(C(=O)N(Cc2nc3ccccc3c(=O)[nH]2)C2CCCCC2)c1	-12	110	-0.1	0.2	2	-10	0.75	112	-3	-6
O=C(Cn1c(-c2ccccn2)nc2ccccc21)N/N=C/c1ccccn1	2	100	-0.3	-0.3	4	-5	1	98	5	-7
O=C(CCC1CCCN(c2ncccn2)C1)NCc1ccc(F)c(F)c1 (configuration not stated)	1	98	-0.3	-0.3	2	-19	1	98	7	-4
Cc1noc(C)c1CSc1ccc2ccccc2n1	4	78	-0.2	1.6	-6	1	1.1	96	29	1
O=C(CSc1ccc2ccccc2n1)c1ccc2c(c1)OCO2	-48	105	-0.5	0.3	-9	44	1.2	134*	-5	-1
CC(C)COC(=O)NCC12C=CC(O1)C1C(=O)N(c3ccc(Cl)cc3)C(=O)C12 (configuration not stated)	5	96	-0.1	-2.0	-10	-18	1.2	97	9	-7
Cc1cc([N+](=O)[O-])ccc1NC(=O)C(C)N1CCN(c2ccccn2)CC1 (configuration not stated)	8	100	-0.1	0.0	5	5	1	91	5	-1
SMILES	STAT1 blocker	STAT3 act	Hsp70 activator	Redox H2O2 prof	Efa HMGR inh	APP 5'UTR act	NF-kB expr up	STAT1 activator	STAT3 inh	TLR4 MyD88 comp
Cc1ccc(S(=O)(=O)N2c3ccccc3OCC2c2ccccc2)cc1 (configuration not stated)	5	89	-0.4	0.9	-5	14	0.78	95	16	2
CN(C)S(=O)(=O)N1CCN(S(=O)(=O)N(C)C)CC1	3	98	0.0	0.2	-4	0	1.2	99	3	6
CCCc1cc(=O)n2[nH]c(-c3ccccc3)cc2n1	-37	122	0.4	2.2	-2	61	2.6	134*	-19	3
COc1ccc(N(CC(=O)NN=C2CCCCCCC2)S(=O)(=O)c2ccccc2)cc1	6	107	-0.1	-7.9	6	6	1.1	94	-3	-4
COc1cc(OC)c(OC)cc1/C=N/NC(=S)NCC1CCCO1 (configuration not stated)	1	104	0.4	-0.3	2	6	0.51	99	-4	1
CC(C)C(c1nnnn1C1CCCC1)N1CCCc2ccccc21 (configuration not stated)	2	113	-0.3	2.1	-1	13	1	98	-11	18
COc1cccc(OC)c1C(=O)N1CCOCC1	5	103	0.2	1.1	5	9	1.5	95	0	-2
CC(C)Sc1nc2c(c(=O)[nH]c(=O)n2C)n1CCc1ccccc1	-8	104	-0.1	-2.3	0	22	1.1	109	-1	3
CCOCCCNC(=O)C1CCC(CNS(=O)(=O)c2ccc(OC)cc2)CC1 (configuration not stated)	-2	102	0.2	-1.5	-2	-14	1	101	9	-6
Cc1ccc(Oc2c(C=O)c3ccccc3n2C)cc1	4	145*	-0.2	2.1	-4	5	1.3	96	-56	0
CCn1nc(NC(=O)c2cccnc2)c2cc3ccccc3nc21	-2	96	-0.2	-0.4	-6	4	0.46	100	4	-6
CCOC(=O)C1(CC2CCCCO2)CCN(Cc2nc(-c3cccs3)oc2C)CC1 (configuration not stated)	10	108	-0.1	0.2	-5	1	0.66	89	-3	-3
COc1ccccc1C(=O)Oc1cc(C)[nH]c(=O)c1[N+](=O)[O-]	-4	98	-0.4	-0.1	-4	-3	0.95	102	4	1
Cc1onc(-c2ccccc2)c1C(=O)N1CCCSC1=Nc1ccccc1	2	101	-0.3	0.2	-4	6	0.85	98	2	6
COc1cc(C2Nc3cc(Cl)c(S(N)(=O)=O)cc3S(=O)(=O)N2)ccc1OCc1ccccc1 (configuration not stated)	-29	98	0.2	0.3	-4	43	2.3	127	1	-6
O=C(c1cc(-c2ccccn2)nc2ccccc12)N1CCN(c2ncccn2)CC1	2	100	-0.2	-1.3	3	-3	1.4	95	2	-4
O=c1c2c(nc3c(-c4ccccc4)c[nH]n13)CCCC2	2	92	-0.6	3.0	-1	4	0.83	98	12	-1
CCOC(=O)C1=C(C)NC(=S)NC1c1cc(C)sc1C (configuration not stated)	1	96	-0.1	-0.3	0	19	1	96	9	-4
C(=N\Nc1nn[nH]n1)/c1ccccc1	-3	101	-0.2	0.1	-5	-3	1.5	103	-1	-6
O=C(NS(=O)(=O)Oc1ccc(F)c(Cl)c1)OC[C@@H]1CCCN2CCCCC12 (some centres not stated)	-4	105	0.1	0.0	-3	10	0.87	102	6	5
COC(=O)c1ccccc1NC(=S)N(Cc1ccc2c(c1)OCO2)Cc1cc2ccc(C)cc2[nH]c1=O	-3	106	-0.2	0.2	-2	-7	0.54	103	-10	-2
CC(O)C1C(=O)OC2(C)CC(C)(C)NC(=S)N12 (configuration not stated)	7	106	-0.1	-0.3	-9	9	0.86	86	-4	9
CS(=O)(=O)N(CC(=O)Nc1cc(Cl)ccc1Cl)c1ccccc1	1	97	-0.2	0.1	-6	-12	1.3	99	10	-2
COC(=O)COc1ccc(-c2ccccc2)cc1C=O	-18	107	-0.2	-0.9	-4	-22	0.81	115	-5	12
CC1CC(c2ccccc2)n2nc(NC(=O)c3cccs3)nc2N1 (configuration not stated)	-1	100	1.2	-0.1	1	17	1.1	101	7	-7

Ordered by value in Hsp70 activator (largest number first): 4 of the compounds above
smiles,STAT1 blocker,STAT3 act,Hsp70 activator,Redox H2O2 prof,Efa HMGR inh,APP 5'UTR act,NF-kB expr up,STAT1 activator,TLR4 MyD88 comp
COc1cc(OC)c(OC)cc1/C=N/NC(=S)NCC1CCCO1 (configuration not stated),1,104,0.4,-0.3,2,6,0.51,99,1
CC(O)C1C(=O)OC2(C)CC(C)(C)NC(=S)N12 (configuration not stated),7,106,-0.1,-0.3,-9,9,0.86,86,9
CCn1nc(NC(=O)c2cccnc2)c2cc3ccccc3nc21,-2,96,-0.2,-0.4,-6,4,0.46,100,-6
COc1ccccc1C(=O)Oc1cc(C)[nH]c(=O)c1[N+](=O)[O-],-4,98,-0.4,-0.1,-4,-3,0.95,102,1

Additional compounds:
SMILES	STAT1 blocker	STAT3 act	Hsp70 activator	Redox H2O2 prof	Efa HMGR inh	APP 5'UTR act	NF-kB expr up	STAT1 activator	STAT3 inh	TLR4 MyD88 comp
CN(C(=O)COC(=O)c1ccc(NS(=O)(=O)c2cccs2)cc1)C1CCCCC1	9	74	0.7	-0.4	-5	3	1.1	91	32	1
CCCCOC(=O)CCNc1n[nH]c(=O)[nH]c1=O	6	98	-0.2	-0.7	0	11	0.95	94	9	3
CCCNC(=O)CCCCn1c(=S)[nH]c2c([nH]c3ccc(OC)cc32)c1=O	1	110	-0.2	-1.6	-2	-20	1.1	97	-12	-2
C=CCNC(=S)N1CCOCC1	-1	97	-0.3	0.2	-3	-3	1	101	6	-2
O=C(CSc1n[nH]c(=O)[nH]c1=O)Nc1ccc(C(=O)O)cc1	-3	102	-0.5	-1.0	-4	6	0.97	100	2	-3
CC(C)C(=O)N1CCN(c2ccc([N+](=O)[O-])cc2Cl)CC1	5	91	-0.1	0.5	-2	2	1.2	96	8	7
Cc1ccc2c(c1)c(N=NC(N)=O)c(O)n2C	-5	97	-0.2	-0.4	-5	4	1.3	103	6	-2
CCn1c(CSCc2ccc(C)cc2)nnc1SCC(=O)NCc1ccccc1	0	102	-0.2	-3.8	-1	12	1.2	100	-1	-2
CCN1CCN(C(c2ccccc2OC)c2nnnn2C2CCCCC2)CC1 (configuration not stated)	-3	102	0.0	1.9	-2	-15	0.98	102	-1	-3
COc1ccc(N(CC(=O)NCc2ccccn2)S(=O)(=O)c2ccccc2[N+](=O)[O-])c(OC)c1	-7	102	-0.4	-0.4	2	5	1	107	0	6
CCn1c(N)nc2c1c(=O)n(C)c(=O)n2C	-1	103	-0.2	-2.1	-3	8	0.93	101	1	-1
Cc1cc2oc(=O)cc(CN3CCN(S(=O)(=O)c4cccs4)CC3)c2cc1C	-4	104	-0.4	0.3	-8	-16	0.42	103	-5	-5
N#Cc1cc2c(nc1SC1CCCCC1O)CCCC2 (configuration not stated)	1	117	-0.1	0.1	-1	5	1.1	99	-20	3
COc1cc(/C=N/NC(=O)c2cncc(Br)c2)ccc1OC(=O)c1ccc2c(c1)OCO2	-10	110	0.1	-3.5	2	14	1.3	109	-4	14
Cc1c(-c2ccccc2)[n+](=O)c(-c2ccco2)c(C)n1[O-]	1	107	-0.2	3.6	-1	4	1	99	-4	-5
O=C(COC(=O)Cc1cccs1)Nc1ccc(F)c(F)c1F	5	103	-0.2	-11	-4	13	1	95	4	-17
O=C(OCC(=O)N1CCc2ccccc21)c1ccc[nH]c1=O	0	96	-0.3	-0.6	-7	-2	1.2	100	7	-8
Cc1c(Br)c(=O)oc2c(Br)c(O)c(O)cc12	-1	105	0.0	-0.5	6	4	1.1	100	3	-2
